Source: PubChem
Pf Dd2 inh = P. falciparum Dd2 growth inhibitors, primary screen, SYBR Green fluorescence, single dose replicates; activity change, % at 10 µM; 72 h; stronger effect = lower value; AID 1159554, 2015; 94,000 compounds, 2.3% hits; in the data active = activity change below about -80%; inconclusive = no clear call, values can overlap the other calls
Tcruzi prolif = T. cruzi intracellular proliferation inhibitors, primary screen, cell-based, beta-gal Tulahuen parasites, NIH3T3 host, luminescence | T. cruzi beta-gal in NIH3T3, GalScreen luminescence, 90 h | inhibition, % at 8.34 µM | 77,000 compounds, 5.9% hits | AID 624255, 2012;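 active = mean inhibition above about 93%, with at least 55% of replicates each passing it, limit read from the data, passing the limit was not always enough; inconclusive = only one of those two conditions holds; inactive = neither condition holds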
C diff growth = C. difficile growth inhibitors, primary screen, HTS; Clostridium difficile clinical isolate growth, OD600, 24 h; stronger effect = lower value; growth activity, negative = inhibition, % at 16 µg/mL (by protocol); 86,000 compounds, 0.25% hits; AID 1259249, 2017;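 active = mean growth activity at or below -80% and every replicate also at or below -80%; inconclusive = mean at or below -80% but some replicate above -80%; inactive = mean growth activity above -80%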;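 also: 0% = DMSO wells and -100% = levofloxacin 16 µg/mL wells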
KDM4C inh = inhibitors of GASC-1 (KDM4C) histone demethylase, primary screen, biochemical, single concentration HTS. Lysine-specific demethylase 4C (Homo sapiens), Q9H3R0. GST-KDM4C 2-372, H3K9me3 peptide, LANCE TR-FRET. inhibition, % at 12.5 µM. 96,000 compounds, 0.15% hits. AID 720574, 2013;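 active = mean replicate inhibition above about 25%, with at least 55% of replicates also reaching it, limit read from the data, passing the limit was not always enough; inconclusive = only one of those two conditions met; inactive = neither condition met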
Target sequence (Q9H3R0 2-372 limits assumed): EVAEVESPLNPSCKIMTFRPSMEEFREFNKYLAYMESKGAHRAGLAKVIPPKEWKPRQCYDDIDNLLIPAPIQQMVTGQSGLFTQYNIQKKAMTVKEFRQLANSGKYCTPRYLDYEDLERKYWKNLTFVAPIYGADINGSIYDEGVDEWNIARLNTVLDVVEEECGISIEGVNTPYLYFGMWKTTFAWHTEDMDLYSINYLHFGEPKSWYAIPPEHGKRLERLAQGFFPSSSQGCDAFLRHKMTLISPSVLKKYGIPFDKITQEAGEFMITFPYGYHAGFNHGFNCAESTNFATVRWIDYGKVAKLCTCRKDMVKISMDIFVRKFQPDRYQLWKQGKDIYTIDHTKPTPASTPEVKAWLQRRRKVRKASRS
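System: N-terminal GST-fused human GASC-1 (KDM4C) fragment, residues 2-372 / Amount: 10 nM GST-KDM4C in enzyme reaction / Also added: H3K9me3 peptide with Fe(II)/2OG / Times: 30 min demethylation and 1 h detection at room temperature / Signal: LANCE TR-FRET / Read-out basis: Fall in 671/618 emission ratio as inhibition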
* hit, by the source's call; u = inconclusive; x = no result given; & = joins results of further samples.

No. | structure | Pf Dd2 inh | Tcruzi prolif | C diff growth | KDM4C inh
1 | C[C@@H]1CCCCO[C@H](CN(C)S(=O)(=O)c2cccs2)[C@H](C)CN([C@@H](C)CO)C(=O)c2cc(NC(=O)Nc3ccc(C(F)(F)F)cc3)ccc2O1 | -73.9 | u | -0.2 | -0.6
2 | O=C(Nc1ccccc1F)N[C@H]1CC[C@H](CCNC(=O)C2CCOCC2)O[C@H]1CO | 15.6 | 0.2 | -4.7 | 1.2
3 | COc1cccc(S(=O)(=O)N2C[C@@H](O)COC[C@H]3O[C@@H](CC(=O)N4CCN(c5ccccc5)CC4)CC[C@@H]32)c1 | x | 35.1 | 1.6&1.1 | -2.9
4 | C/C=C/c1ccc2c(c1)O[C@@H](CN(C)C(=O)c1cccc(F)c1)[C@H](C)CN([C@@H](C)CO)S2(=O)=O | -54.3 | 62.7 | 5.6 | 0.2
5 | C[C@@H]1CCCCO[C@H](CN(C)C(=O)Cc2ccccc2)[C@H](C)CN([C@@H](C)CO)C(=O)c2cc(NC(=O)Nc3ccc(C(F)(F)F)cc3)ccc2O1 | -69.9 | 81.2 | 1.8 | 1.3
6 | C[C@@H]1CN([C@@H](C)CO)C(=O)c2cccc(NC(=O)C3CCOCC3)c2O[C@@H]1CN(C)Cc1ccc(Cl)c(Cl)c1 | -28.1 | 11.6 | -3.1 | 2.4
7 | C[C@H]1CN([C@@H](C)CO)C(=O)c2cccc(NC(=O)c3ccc(-c4nccs4)cc3)c2O[C@H]1CN(C)CC1CC1 | -10.0 | -15.7 | 5.4 | 0.2
8 | C[C@H]1CN([C@@H](C)CO)C(=O)Cc2cc(NS(=O)(=O)c3ccccc3)ccc2O[C@H]1CN(C)S(C)(=O)=O | 8.7 | 23.8 | -3.1 | -0.4
9 | CN1C(=O)c2cc(NC(=O)c3cscn3)ccc2OC[C@H]2O[C@H](CC(=O)NCC3CC3)CC[C@H]21 | -2.8 | -3.0 | 0.0 | 3.0
10 | CC(C)c1cn(CC[C@H]2CC[C@@H](NC(=O)Nc3cc(Cl)cc(Cl)c3)[C@H](CO)O2)nn1 | -15.3 | -56.3 | x | -1.2
11 | CS(=O)(=O)Nc1ccc2c(c1)[C@@H]1C[C@@H](CC(=O)NC3CCCCC3)O[C@H](CO)[C@@H]1O2 | 5.9 | -29.1 | x | 22.6
12 | CCS(=O)(=O)N1CC2(CN(C(=O)NC(C)C)[C@@H](CO)c3c2c2ccc(OC)cc2n3C)C1 | 9.6 | x | 1.5 | x
13 | COc1cccc(CN(C)C[C@H]2OCc3cnnn3CCCC(=O)N([C@H](C)CO)C[C@H]2C)c1 | 5.7 | 36.9 | 2.3 | 0.4
14 | COc1ccc(S(=O)(=O)Nc2ccc3c(c2)CC(=O)N([C@@H](C)CO)C[C@@H](C)[C@@H](CN(C)Cc2ccc(Cl)c(Cl)c2)O3)cc1 | 11.5 | 37.1 | 11.5 | 0.7
15 | Cc1noc(C)c1S(=O)(=O)Nc1ccc2c(c1)C(=O)N([C@@H](C)CO)C[C@@H](C)[C@H](CN(C)C(=O)Nc1cccc3ccccc13)OCCCC[C@@H](C)O2 | -1.5 | 83.0 | 17.5 | -10.1
16 | CCC(=O)N(C)C[C@@H]1Oc2cc(-c3ccccc3)ccc2S(=O)(=O)N([C@@H](C)CO)C[C@@H]1C | -67.7 | 57.5 | -2.3 | -2.2
17 | CN1C(=O)c2cc(NC(=O)Cc3cccs3)ccc2OC[C@@H]2O[C@@H](CC(=O)O)CC[C@@H]21 | 5.5 | 1.6 | -2.5 | -0.1
18 | Cc1noc(C)c1NC(=O)Nc1ccc2c(c1)C(=O)N([C@H](C)CO)C[C@H](C)[C@H](CN(C)C)O2 | 7.6 | -1.4 | 0.6 | 1.5
19 | C[C@@H]1CN([C@H](C)CO)S(=O)(=O)c2ccc(C#C[C@@H](C)O)cc2O[C@H]1CN(C)C(=O)CN(C)C | 12.8 | -21.5 | 2.5 | -0.5
20 | N#C[C@H]1[C@@H](c2ccccc2-c2ccccc2F)[C@H](CO)N1C(=O)Cc1ccccc1 | -8.5 | x | -12.5 | 0.2
21 | Cc1cccc(-c2ccc([C@@H]3[C@@H](CO)N4CCCCN(C(=O)c5cccnc5)C[C@H]34)cc2)c1 | 11.1 | u | -2.9 | 0.9
22 | C/C=C/c1ccc([C@H]2[C@@H](CNC(=O)CC3CC3)N(C(C)=O)[C@H]2CO)cc1 | 3.6 | -8.4 | -3.5 | -2.0
23 | C[C@@H]1CN([C@@H](C)CO)C(=O)CCCn2nncc2CO[C@@H]1CN(C)C(=O)Nc1cccc2ccccc12 | -14.4 | -34.5 | 0.1 | x
24 | CNC(=O)C[C@@H]1CC[C@H]2[C@@H](COc3ccc(NC(=O)Nc4ccc(Cl)cc4)cc3C(=O)N2C)O1 | -13.7 | -2.6 | -3.5 | 2.0
25 | Cc1ccc(S(=O)(=O)N[C@H]2CC[C@@H](CCNC(=O)C3CCOCC3)O[C@@H]2CO)cc1 | -11.6 | 39.7 | -1.9 | -1.3
26 | CO[C@@H]1CN(C)C(=O)c2cc(NS(C)(=O)=O)ccc2OC[C@H](C)N(C)C[C@H]1C | 6.2 | 63.2 | x | 0.0
27 | O=C(C[C@@H]1CC[C@@H]2[C@H](COC[C@@H](O)CN2C(=O)Nc2cccc(Cl)c2)O1)NCC1CCCCC1 | -8.3 | 54.8 | 3.2 | 0.6
28 | C[C@@H]1CN([C@@H](C)CO)C(=O)c2cc(Br)cnc2O[C@@H]1CN(C)CC1CCCC1 | 14.4 | 59.5 | x | 2.2
29 | CO[C@H]1CN(C)C(=O)c2cc(NC(=O)Nc3cc(F)ccc3F)ccc2OC[C@H](C)N(C(=O)c2cnccn2)C[C@H]1C | -46.8 | x | x | -0.2
30 | C[C@H](CO)N1C[C@H](C)[C@@H](CN(C)Cc2ccccn2)Oc2cc(C#CC3CC3)ccc2S1(=O)=O | -34.9 | 74.9 | -4.7 | -0.1

Reprinted from the part before: 3 compounds, followed by the next part.
(28) C[C@@H]1CN([C@@H](C)CO)C(=O)c2cc(Br)cnc2O[C@@H]1CN(C)CC1CCCC1
(29) CO[C@H]1CN(C)C(=O)c2cc(NC(=O)Nc3cc(F)ccc3F)ccc2OC[C@H](C)N(C(=O)c2cnccn2)C[C@H]1C
(30) C[C@H](CO)N1C[C@H](C)[C@@H](CN(C)Cc2ccccn2)Oc2cc(C#CC3CC3)ccc2S1(=O)=O
(31) CO[C@@H]1CN(C)C(=O)c2ccc(NC(C)=O)cc2OC[C@@H](C)N(S(=O)(=O)c2cn(C)cn2)C[C@H]1C
(32) COc1ccc(S(=O)(=O)Nc2ccc3c(c2)C(=O)N([C@@H](C)CO)C[C@H](C)[C@H](CN(C)CC2CCCCC2)OCCCC[C@@H](C)O3)cc1
(33) C[C@H]1CN([C@@H](C)CO)C(=O)c2cc(-c3ccccc3)cnc2O[C@@H]1CN(C)C(=O)Cc1ccccn1
(34) C[C@@H]1CCCCO[C@@H](CN(C)C(=O)Nc2ccc(C(F)(F)F)cc2)[C@H](C)CN([C@@H](C)CO)C(=O)c2cc(NC(=O)NC3CCCCC3)ccc2O1
(35) COc1ccc(NC(=O)N(C)C[C@@H]2Oc3c(NS(=O)(=O)c4c(C)noc4C)cccc3C(=O)N([C@@H](C)CO)C[C@@H]2C)cc1
(36) CS(=O)(=O)Nc1ccc2c(c1)[C@@H]1C[C@H](CC(=O)N3CCc4ccccc4C3)O[C@H](CO)[C@@H]1O2
Assay by compound,28,29,30,31,32,33,34,35,36
Pf Dd2 inh,14.4,-46.8,-34.9,-18.3,-35.9,-13.2,-34.9,30.5,-0.4
Tcruzi prolif,59.5,x,74.9,-11.4,38.0,-43.7,u,35.0,x
C diff growth,x,x,-4.7,x,-5.5,-2.1,0.1,-4.3,-2.7
KDM4C inh,2.2,-0.2,-0.1,1.1,1.5,1.5,10.2,1.9,2.0

(37) C[C@@H]1CN([C@H](C)CO)C(=O)c2cc(NC(=O)Cn3cnnn3)ccc2O[C@@H]1CN(C)S(C)(=O)=O
(38) CN(C)CC(=O)N[C@H]1CC[C@@H](CC(=O)NCc2ccc(Cl)cc2)O[C@H]1CO
(39) Cc1noc(C)c1NC(=O)N[C@H]1CC[C@@H](CC(=O)NCc2ccc(Cl)c(Cl)c2)O[C@H]1CO
(40) O=C(Cc1ccccc1)N1CC[C@@H]2[C@H](CO)Nc3ccc(-c4cccc(F)c4)cc3[C@@H]21
(41) COCC#Cc1cnc2c(c1)C(=O)N([C@@H](C)CO)C[C@H](C)[C@H](CN(C)S(=O)(=O)c1cn(C)cn1)O2
(42) CNC[C@H]1Oc2ccc(NS(=O)(=O)c3ccc(OC)cc3)cc2CC(=O)N([C@H](C)CO)C[C@@H]1C
Assay by compound,37,38,39,40,41,42
Pf Dd2 inh,9.1,-26.7,18.2,2.9,29.5,21.4
Tcruzi prolif,-11.2,-96.6,-18.6,83.2,-23.3,-21.9
C diff growth,-2.7,1.6,x,-3.2,-7.5,-0.8
KDM4C inh,1.0,0.6,-1.1,-0.7,1.0,2.2

(43) C/C=C/c1ccc([C@H]2[C@@H](CO)N(C(=O)CN(C)C)C23CN(C(=O)C2CCCC2)C3)cc1
(44) Cc1noc(C)c1NC(=O)Nc1ccc2c(c1)C(=O)N([C@H](C)CO)C[C@@H](C)[C@@H](CN(C)Cc1ccncc1)OCCCC[C@@H](C)O2
(45) CC(=O)NC[C@H]1[C@H](c2ccc(-c3ccccc3F)cc2)[C@@H](CO)N1C(C)=O
(46) C[C@@H]1CN([C@@H](C)CO)C(=O)c2cc(NC(=O)Cn3cnnn3)ccc2O[C@@H]1CN(C)Cc1ccc(C(=O)Nc2ccccc2N)cc1
(47) C/C=C/c1cnc2c(c1)C(=O)N([C@@H](C)CO)C[C@H](C)[C@@H](CN(C)C(=O)Nc1cccc(OC)c1)O2
(48) CC(C)NC(=O)Nc1ccc2c(c1)C(=O)N([C@H](C)CO)C[C@H](C)[C@H](CN(C)Cc1ccc(Cl)c(Cl)c1)OCCCC[C@H](C)O2
Assay by compound,43,44,45,46,47,48
Pf Dd2 inh,-49.0,-1.7,-0.5,-26.9,10.6,x
Tcruzi prolif,x,5.8,-31.1,82.6,15.4,x
C diff growth,9.8,-0.1,-5.3,-0.5,9.9,20.0
KDM4C inh,-1.1,1.4,1.1,-1.9,0.3,0.2

(49) CC(C)CC#Cc1cnc2c(c1)C(=O)N([C@H](C)CO)C[C@@H](C)[C@H](CN(C)C(=O)C1CCCCC1)O2
(50) C[C@H]1CN([C@@H](C)CO)C(=O)c2cc(NC(=O)Nc3cccc4ccccc34)ccc2O[C@@H]1CN(C)C(=O)Nc1cccc2ccccc12
(51) C[C@@H]1CN([C@H](C)CO)C(=O)c2ccccc2-c2ccccc2CO[C@H]1CN(C)S(=O)(=O)c1cccs1
(52) C[C@@H]1CN([C@@H](C)CO)S(=O)(=O)c2ccc(Br)cc2O[C@@H]1CN(C)S(C)(=O)=O
(53) Cc1noc(C)c1NC(=O)N[C@@H]1CC[C@H](CC(=O)NCc2ccc(Cl)c(Cl)c2)O[C@H]1CO
(54) O=C(c1ccc2c(c1)OCO2)N1CC(=O)N2[C@@H](CO)[C@@H](c3ccc(C#CC4CCCC4)cc3)[C@@H]2C1
Assay by compound,49,50,51,52,53,54
Pf Dd2 inh,-46.2,-24.0,13.9,30.4,3.8,-34.5
Tcruzi prolif,105.0,29.2,u,-18.5,-31.7,x
C diff growth,-0.9,0.8,-0.6,-0.3,x,-6.7
KDM4C inh,-1.3,0.5,0.8,-0.6,-0.8,0.8

(55) Cc1cccc(-c2ccc(C3[C@@H]4CN(Cc5ccccc5)C[C@H]3N4)cc2)c1 (stereo partly drawn)
(56) CNC[C@@H]1Oc2ccc(NS(=O)(=O)c3ccc(C)cc3)cc2C(=O)N([C@@H](C)CO)C[C@@H]1C
(57) Cc1cc(C(=O)Nc2cccc3c2O[C@@H](CN(C)S(=O)(=O)c2ccccc2)[C@@H](C)CN([C@@H](C)CO)C3=O)n(C)n1
(58) C[C@@H]1CN([C@@H](C)CO)C(=O)c2cc(NC(=O)Nc3ccc4c(c3)OCO4)ccc2O[C@@H](C)CCCCO[C@H]1CN(C)Cc1ccc(C(F)(F)F)cc1
(59) C[C@H](CO)N1C[C@H](C)[C@@H](CN(C)C(=O)Nc2ccc(C(F)(F)F)cc2)OCCCC[C@H](C)Oc2ccc(NC(=O)C3CCCCC3)cc2C1=O
(60) C[C@@H]1CN([C@@H](C)CO)S(=O)(=O)c2ccc(-c3ccncc3)cc2O[C@H]1CN(C)Cc1cncnc1
Assay by compound,55,56,57,58,59,60
Pf Dd2 inh,-11.2,10.5,8.9,-75.6,-85.5*,6.2
Tcruzi prolif,x,x,22.5,81.3,88.3,107.8*
C diff growth,-35.8,7.2,6.9,x,5.0,1.2
KDM4C inh,0.5,0.6,2.0,0.5,-0.5,-0.1
